Source: PubChem
NPYLR7 ag: mosquito NPYLR7 agonism; HEK293T NPYLR7/Galpha15, GCaMP6s calcium fluorescence; activation, % at 10 µM; hit rate 0.15% among 270,000; in the data active means activation above about 40%;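 further: 0% = vehicle and 100% = reference agonist at the receptor; some compounds past the cut are filed as inactive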
mcGAS lum: blocks mouse cGAS activity; Q8C6L5; recombinant cGAS, Kinase-Glo ATP depletion luminescence; inhibition, % at 12.5 µM; hit rate 0.15% among 160,000; AID 1259399;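 further: 0% = negative control wells and 100% = reference inhibitor with no enzyme activity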
hcGAS inh: inhibitors of human cGAS; Q8N884; recombinant h-cGAS, ATP depletion, Kinase-Glo luminescence; inhibition, % at 12.5 µM; hit rate 0.081% among 290,000; AID 1259398;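 further: 0% = vehicle reaction and 100% = reaction without DNA for no activity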
Target sequence (Q8N884 whole entry, looked up): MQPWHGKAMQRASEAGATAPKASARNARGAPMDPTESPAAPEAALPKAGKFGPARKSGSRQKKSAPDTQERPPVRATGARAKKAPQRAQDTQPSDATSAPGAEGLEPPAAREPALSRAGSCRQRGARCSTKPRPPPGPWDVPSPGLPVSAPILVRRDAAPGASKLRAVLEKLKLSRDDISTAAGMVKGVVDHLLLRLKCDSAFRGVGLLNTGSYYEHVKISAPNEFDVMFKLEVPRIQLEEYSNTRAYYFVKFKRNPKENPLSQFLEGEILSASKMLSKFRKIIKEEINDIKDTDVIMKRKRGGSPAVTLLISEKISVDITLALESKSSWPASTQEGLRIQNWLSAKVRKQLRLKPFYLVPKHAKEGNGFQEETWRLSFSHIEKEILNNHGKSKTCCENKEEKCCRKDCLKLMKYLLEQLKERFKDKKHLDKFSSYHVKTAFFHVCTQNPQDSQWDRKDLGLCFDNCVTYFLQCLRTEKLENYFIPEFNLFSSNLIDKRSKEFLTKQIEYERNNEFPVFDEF
Active calls of the source: *; . = not tested or not shown; & = joins results of further samples. Unless noted, no stated cut-off is given here; in the data, active means inhibition above about 40%; inactive means the rest.

SMILES	NPYLR7 ag	mcGAS lum	hcGAS inh
C=CCn1c(SCc2ccccc2C#N)nnc1-c1ccccc1F	19	-3	-5
O=C(NCc1nnc(SCC(=O)N2CCc3ccccc32)n1-c1ccc([N+](=O)[O-])cc1)c1cccs1	-4	.	-3
CCCC(Sc1nnc(NC(=O)CSc2ccccc2)s1)C(=O)OCC (stereo unspecified)	3	-4	-1
CC1CN(c2ccccc2)c2nc3c(c(=O)n(C)c(=O)n3C)n2C1 (stereo unspecified)	20	.	-10
O=C(NCCCNC(=O)[C@H]1CCCN1C(=O)C(Cl)c1ccccc1)c1ccc(F)cc1 (stereo partly specified)	3	-1	-2
COc1cccc2c1OC1(CCN(C(=O)Cc3ccccc3Oc3ccccc3)CC1)OC2	4	-2	-4
COc1ccc(OC)c(NCCn2c(C)c(C)n3c4c(=O)n(C)c(=O)n(C)c4nc23)c1	3	-4	2
CC(C)CC(=O)N(Cc1ccco1)Cc1ccccc1OS(C)(=O)=O	.	-10	-8
Cc1nc2c(C(=O)N3CCCN(CC4CC4)C(C(C)C)C3)cccc2[nH]1 (stereo unspecified)	4	.	-4
Cc1cc(C(=O)CSc2nn3c(=O)c(C(C)(C)C)nnc3s2)c(C)n1C	5	.	3
O=C(Cc1cccs1)Nc1ccc2c(c1)N(C(=O)c1ccco1)CC2	19	-1	3
COc1ccc(-n2nc(C(=O)NCc3ccco3)c(=O)n(Cc3cccc(OC)c3)c2=O)cc1	4	-6	1
COc1ccc(CCN(Cc2sccc2C)C(=O)CN(CC(C)C)C(=O)Nc2cccc(F)c2)cc1OC	-2	-5	-6
CCCc1nc(N2CCN(C(=O)c3ccc(Cl)cc3Cl)CC2)c2c3c(sc2n1)CCCCC3	.	-10	-13
COc1ccccc1-n1c(SCC(=O)Nc2ccccc2)nc2c(c1=O)SCC2	-1	.	-1

Continuation:
SMILES	NPYLR7 ag	mcGAS lum	hcGAS inh
COC(=O)C(C#N)c1nc2ccccc2nc1NC(c1ccccc1)c1nccn1C (stereo unspecified)	0	.	-2
COc1ccc2c(c1)CN(CCS(C)(=O)=O)C(c1ccccc1)C2 (stereo unspecified)	-6	-10	-5
CC1(C)CC2(CC(C)(C)N1CCO)OCCO2	.	-2	-4
COc1ccccc1C(=O)N1CCC2(CC1)OCc1cc(-c3cc(OC)c(OC)c(OC)c3)ccc1O2	0	-2	-4
CCOc1cc(C(=O)N(C)C)ccc1NC(=O)C1CC1c1ccco1 (stereo unspecified)	2	.	-10
CCC(C)NC(=O)c1cc(NC(=O)Nc2cccc(C(F)(F)F)c2)ccc1N1CCN(c2ccccc2OC)CC1 (stereo unspecified)	-2	-4	2
COc1ccc(C2(C)NC(=O)N(Cc3ccccc3C#N)C2=O)cc1OC (stereo unspecified)	5	.	-7
CCCC(=O)O[C@]1(C(=O)CO)CCC2[C@@H]3CCC4=CC(=O)CC[C@]4(C)C3[C@@H](O)C[C@@]21C (stereo partly specified)	-11	.	-2
Cc1noc(C)c1C(=O)Nc1ccc(-c2cccc(-c3ccc4c(c3)OCCO4)n2)cc1	1	-7	-6
CC(=O)N(Cc1cccnc1)c1nc2c(Cl)cccc2s1	-9	-7	-7
CNC(=O)C1CN(C(=O)C(C)Oc2ccc(C)cc2)c2ccccc2O1 (stereo unspecified)	6	.	-17
COc1cc(-c2nc3cc(C)ccn3c2NC(C)(C)CC(C)(C)C)ccc1OS(=O)(=O)/C=C/c1ccccc1	3	-9	-8
COc1ccc(C(=O)Nc2ccc(Cl)c(NC(=O)c3ccccc3)c2)cc1[N+](=O)[O-]	10	-5	-9
CCNC(=O)NC1CCN(c2ccccc2C(=O)N2CCN(C3CCCCCC3)CC2)CC1	25	-7	-8
O=C(CN1CCCc2ccccc21)NCCc1ccc(F)cc1	5	-8	-13

Next results follow.
SMILES	NPYLR7 ag	mcGAS lum	hcGAS inh
COc1ccc(OC)c(-c2cnc(-c3cccc(CNC(=O)COc4ccccc4)c3)[nH]2)c1	-1	-4	-2
C=CCOC(CN1CCN(C(=O)C2C[C@H]2c2ccccc2)CC1)c1cccc(OC)c1 (stereo partly specified)	-4	-5	-5
CC(C)c1cc(NC(=O)Cc2ccccc2Cl)n[nH]1	3	.	-3
CC(=O)Nc1cccc(CNc2ccc(Br)cn2)c1	-7	.	-5
COc1ccc(OC)c(C2CC(c3ccccc3OC)=NN2C(=O)CN2CCCCC2C)c1 (stereo unspecified)	21	-5	-6
CNC(=O)c1ccc(CN(C)S(=O)(=O)c2ccc(F)c(C)c2)o1	-4&-1	.	-4&12
CN1CCN(c2ncccc2CNC(=O)Cc2ccc3c(c2)NC(=O)CO3)CC1	.	-16	-3
CCC(C(=O)N1CCC(O)(c2ccc3nc(C)ccc3c2)CC1)n1cccn1 (stereo unspecified)	1	.	-3
CCc1nc2n(n1)C(=O)C(C(c1cccc(Br)c1)N1CCCCC1)S2 (stereo unspecified)	-1	-7	-7
COc1ccc(CN2CCC2(C)C(=O)N2CCCCC2)c2ccccc12 (stereo unspecified)	-1	-3	-5
O=C(NCCC(=O)N1CCCC1)c1ccc(-c2ccc(Cl)cc2)o1	-8	.	-7
CCSc1nnc(NC(=O)Cn2nc(C)c([N+](=O)[O-])c2C)s1	5&-10	-2&-2	-1&-4
O=C(NCc1cccnc1)c1cc2ccccc2oc1=O	7	.	-8
CC(C)c1noc([C@@H]2C[C@H](NC(=O)Nc3ccccc3)CN2C)n1	-7	-2	0
Cc1c(C)n2c3c(=O)n(CCN4CCOCC4)c(=O)n(C)c3nc2n1Cc1ccco1	13	.	-9

Sorted by molar mass (smallest number first): 18 of the compounds above.
SMILES	NPYLR7 ag	mcGAS lum	hcGAS inh
CC1(C)CC2(CC(C)(C)N1CCO)OCCO2	.	-2	-4
CC(=O)N(Cc1cccnc1)c1nc2c(Cl)cccc2s1	-9	-7	-7
CC(=O)Nc1cccc(CNc2ccc(Br)cn2)c1	-7	.	-5
CC1CN(c2ccccc2)c2nc3c(c(=O)n(C)c(=O)n3C)n2C1 (stereo unspecified)	20	.	-10
CC(C)c1noc([C@@H]2C[C@H](NC(=O)Nc3ccccc3)CN2C)n1	-7	-2	0
CCOc1cc(C(=O)N(C)C)ccc1NC(=O)C1CC1c1ccco1 (stereo unspecified)	2	.	-10
O=C(Cc1cccs1)Nc1ccc2c(c1)N(C(=O)c1ccco1)CC2	19	-1	3
Cc1nc2c(C(=O)N3CCCN(CC4CC4)C(C(C)C)C3)cccc2[nH]1 (stereo unspecified)	4	.	-4
COc1ccc(C2(C)NC(=O)N(Cc3ccccc3C#N)C2=O)cc1OC (stereo unspecified)	5	.	-7
CCCC(Sc1nnc(NC(=O)CSc2ccccc2)s1)C(=O)OCC (stereo unspecified)	3	-4	-1
C=CCOC(CN1CCN(C(=O)C2C[C@H]2c2ccccc2)CC1)c1cccc(OC)c1 (stereo partly specified)	-4	-5	-5
Cc1c(C)n2c3c(=O)n(CCN4CCOCC4)c(=O)n(C)c3nc2n1Cc1ccco1	13	.	-9
CCCC(=O)O[C@]1(C(=O)CO)CCC2[C@@H]3CCC4=CC(=O)CC[C@]4(C)C3[C@@H](O)C[C@@]21C (stereo partly specified)	-11	.	-2
CCNC(=O)NC1CCN(c2ccccc2C(=O)N2CCN(C3CCCCCC3)CC2)CC1	25	-7	-8
COc1ccccc1C(=O)N1CCC2(CC1)OCc1cc(-c3cc(OC)c(OC)c(OC)c3)ccc1O2	0	-2	-4
O=C(NCc1nnc(SCC(=O)N2CCc3ccccc32)n1-c1ccc([N+](=O)[O-])cc1)c1cccs1	-4	.	-3
COc1ccc(CCN(Cc2sccc2C)C(=O)CN(CC(C)C)C(=O)Nc2cccc(F)c2)cc1OC	-2	-5	-6
CCC(C)NC(=O)c1cc(NC(=O)Nc2cccc(C(F)(F)F)c2)ccc1N1CCN(c2ccccc2OC)CC1 (stereo unspecified)	-2	-4	2

(further entries)
SMILES	NPYLR7 ag	mcGAS lum	hcGAS inh
c1ccc2sc(Sc3ncnc4sccc34)nc2c1	-3	-3	-8
C=CCN(CC=C)C(=O)CN1C(=O)NC2(CCCCC2)C1=O	-1	-8	-10
O=S1(=O)CCC(N2CCN(c3ncnc4sccc34)CC2)C1 (stereo unspecified)	-3	.	4
COc1ccc2ccccc2c1C1CC(c2cccs2)=NN1C(C)=O (stereo unspecified)	10	.	-5
CN(C)S(=O)(=O)N1CCC2(CCCN(CCCc3ccccc3)C2=O)C1 (stereo unspecified)	2	.	-8
CC(C)(C)c1cc2nc(C(F)(F)F)cc(N3CCN(CC(N)=O)CC3)n2n1	0	-2	4
CN(C)CCCNc1ncnc2c1c(-c1ccccc1)cn2-c1cccc(C(F)(F)F)c1	4	-7	-3
Cc1nnc(Sc2cc(F)ccc2F)c(C#N)c1C	-7	-12	-8
COc1cc(-c2nnc(CSc3ccc4ccccc4n3)o2)cc(OC)c1OC	-3	-5	-8
Cc1onc(C(=O)NC2CCCC2)c1[N+](=O)[O-]	7	-4	-7
O=C(NCc1cccnc1)C1COC2(CCN(C(=O)c3cccc(F)c3)CC2)N1C(=O)c1ccco1 (stereo unspecified)	2	-4	0
Cn1c(=O)c(C#N)cn(Cc2ccc(Cl)c(Cl)c2)c1=O	0	.	-3
Cc1ccc(C)c(N(C)CC(=O)NCc2ccc(S(N)(=O)=O)cc2)c1	12	.	-8
O=C(CSc1ccc2c(c1)OCCCO2)NN1C(=O)NC2(CCCCC2)C1=O	-3	-7	-3
CCCC(=O)N1CCC1(C)C(=O)NS(=O)(=O)c1ccc(F)cc1F (stereo unspecified)	0	.	-3

Following part.
SMILES	NPYLR7 ag	mcGAS lum	hcGAS inh
CN1CCC(N(CC2CCOC2)S(=O)(=O)c2cccs2)CC1 (stereo unspecified)	.	-6	-11
S=C(NCC1CCCO1)N1CCN(C(=S)NCC2CCCO2)CC1 (stereo unspecified)	1	.	-5
COc1ccc(-c2nnc(CNC(c3ccc(C)cc3)C3CC3)o2)cc1 (stereo unspecified)	1	.	-10
CCOC(=O)C(=O)N(C)c1c(CC)nc2c(OCc3ccc(OC(F)F)cc3)cccn12	7	-4	-7
CC(C)(C)c1ccc(-n2c(=O)[nH]c3c(C(N)=O)nc(-c4ccco4)nc32)cc1	20	-8	-1
Cc1cccn2c(CC(=O)NCCN(C)S(C)(=O)=O)cnc12	2	-14	-7
CC(C)Oc1cccc(-n2ccnc2)c1	2	-2	0
COc1ccc(-c2cnnc(NCCCSC)n2)c(OC)c1	18&10	-3	-10&-4
O=C(NC1CCN(c2ccccc2C(=O)N2CCCC2)CC1)c1cccs1	-2	-3	-6
CCc1ncc2c(n1)CN(C(=O)c1cccc(-c3ncn[nH]3)c1)C2	2	-6	1
CC1CCCN(S(=O)(=O)c2ccc(NS(=O)(=O)C=Cc3ccccc3)cc2)C1 (stereo unspecified)	6	.	-7
COc1coc(C(=O)Nc2ccc(C)c(F)c2)cc1=O	11	.	-9
COCCNC(=O)Cn1nc(-c2cccs2)c2sc(N3CCCC3)nc2c1=O	-2	-10	-5
O=C(c1ccc([N+](=O)[O-])o1)N(Cc1cccnc1)c1nc2ccc(F)cc2s1	-7	-3	-4
CCCCCN1CCN(c2nc3c(c(=O)[nH]c(=O)n3C)n2CCc2ccccc2)CC1	-2	-9	-6

Next part
SMILES	NPYLR7 ag	mcGAS lum	hcGAS inh
COC(=O)c1ccc(S(=O)(=O)N2CCc3c(ncnc3N(C)C)C2)n1C	-5	.	1
CCCc1ccc(C(NC(=O)C2=COCCO2)c2cccs2)cc1 (stereo unspecified)	9	.	-6
Cc1nc(C)c(CN2CCC(C(=O)Nc3ccc(Oc4cccnc4)cc3)CC2)nc1C	13	-4	2
COc1ccc(NC(=O)NNC(=O)CSc2nnc(-c3ccc(OC)c(OC)c3)n2-c2ccccc2)cc1	8	-5	-5
CCOCCCN(CC(=O)N1CCc2sccc2C1c1ccccc1C)C(=O)C(Cl)c1ccccc1 (stereo unspecified)	.	0	4
CC(=O)NC(C(=O)N1CCc2c(cnc(C)c2CNC(=O)c2ccsc2)C1)C(C)C (stereo unspecified)	1	-8	-5
CCOC(=O)CCC(=O)N(CC(=O)N(Cc1ccccc1)Cc1cccn1Cc1cccc(OC)c1)CC(C)C	.	-3	-2
O=C(c1cccc(F)c1)N(Cc1nccn1Cc1ccccc1)C1CC1	5	-4	-5
CC(=O)Nc1cccc(C(=O)Nc2ccc(Br)cc2F)n1	7	.	-6
CN(c1ccc2ccccc2n1)S(=O)(=O)CC1CCOC1 (stereo unspecified)	0	.	-15
COc1ccc(C2=NNC(=NC3CC3)SC2)cc1Br	-4	-9	-5
CCOC(=O)CC(=O)N1CCC(=O)N(CC(=O)OCC)c2ccccc2C(O)C1 (stereo unspecified)	5	-7	-9
CCCCOc1ccccc1-c1cc2c(SCC(=O)Nc3ccc(C#N)cc3)nccn2n1	0	-8	-6
Cc1cc(C)c(S(=O)(=O)N(Cc2nnc(-c3ccc(Cl)cc3)o2)C2CC2)c(C)c1	2	0	6
CNC(=O)c1ccc(S(=O)(=O)N(C)c2ccc(Cl)cn2)cc1	-3&12	-18	-1&-8

Other compounds:
SMILES	NPYLR7 ag	mcGAS lum	hcGAS inh
C[C@@H]1Cc2nc(C(C)(C)C)ncc2C(=O)N1Cc1cc(F)ccc1Cl	7	.	-5
CN(C)S(=O)(=O)CCCN1CCCCC1c1nc2ccc(F)cc2[nH]1 (stereo unspecified)	-11	-4	-4
CNC(c1cc2ccccc2[nH]1)c1nnnn1-c1ccc(Cl)cc1 (stereo unspecified)	-1	.	1
CCn1ncnc1CN1CCCN(Cc2ccc(F)cc2)C(C(C)C)C1 (stereo unspecified)	3	.	-3
O=C(COc1cc(Cl)ccc1Cl)NC(c1ccccc1)C1CC1 (stereo unspecified)	-4	.	0
